miR-122 sensor: blocks miR-122 activity in Huh7 sensor cells. Huh7 miR-122 Renilla luciferase sensor, 48 h; neutral wells = 0, positive control = 100. activation (reporter increase), % at 12.5 µM. 340,000 tested, 0.3% active. AID 602342;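 active = mean replicate activation score at least 90 and every replicate individually at or above 90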;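 also: higher luciferase means less miR-122 activity so hits act as miR-122 inhibitors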
RAD54 inh: blocks human RAD54 Holliday junction branch migration | inhibition, % at 10.4 µM | Q92698 | 360,000 tested, 0.14% active | FAM/BHQ fluorescence;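 active = mean normalized replicate activity at least 40 and at least half of replicates scoring 40 or more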;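 also: 0% = median of neutral control wells and 100% = median of positive control wells; inhibitors cause a drop in the FAM fluorescence signal; in these data hits start at about 50%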
E-sel inducer: induces E-selectin expression in human endothelial cells; P16581; HUVEC E-selectin immunofluorescence imaging; normalized: neutral wells 0, TNF-alpha wells 100; activation, % at 7.58 µM; 260,000 tested, 0.37% active; AID 686992;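 active = mean E-selectin-positive cell signal at least 10% of the positive control, reached in at least 60% of replicates, without over 20% cell loss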;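 also: in these data hits start at about 27%; measured in HUVEC primary endothelial cells; signal is the percent of cells scored E-selectin positive by PE staining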
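System: HUVEC / Compound: single concentration / Signal: immunofluorescence imaging / Read-out: percent E-selectin-positive cells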
ERAP1 HTS inh: inhibitors of human ERAP1 aminopeptidase; Q9NZ08; recombinant ERAP1, Leu-AMC fluorescence, 60 min; inhibition, % at 10.7 µM; 340,000 tested, 0.15% active; AID 652197;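 active = mean replicate inhibition of at least 30%, or all replicates individually reaching that 30% level; inactive = mean below 30% and not every replicate reaching it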;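 also: 0% = neutral control wells and 100% = L-leucinethiol positive control wells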
Target sequence (Q9NZ08 whole entry, looked up): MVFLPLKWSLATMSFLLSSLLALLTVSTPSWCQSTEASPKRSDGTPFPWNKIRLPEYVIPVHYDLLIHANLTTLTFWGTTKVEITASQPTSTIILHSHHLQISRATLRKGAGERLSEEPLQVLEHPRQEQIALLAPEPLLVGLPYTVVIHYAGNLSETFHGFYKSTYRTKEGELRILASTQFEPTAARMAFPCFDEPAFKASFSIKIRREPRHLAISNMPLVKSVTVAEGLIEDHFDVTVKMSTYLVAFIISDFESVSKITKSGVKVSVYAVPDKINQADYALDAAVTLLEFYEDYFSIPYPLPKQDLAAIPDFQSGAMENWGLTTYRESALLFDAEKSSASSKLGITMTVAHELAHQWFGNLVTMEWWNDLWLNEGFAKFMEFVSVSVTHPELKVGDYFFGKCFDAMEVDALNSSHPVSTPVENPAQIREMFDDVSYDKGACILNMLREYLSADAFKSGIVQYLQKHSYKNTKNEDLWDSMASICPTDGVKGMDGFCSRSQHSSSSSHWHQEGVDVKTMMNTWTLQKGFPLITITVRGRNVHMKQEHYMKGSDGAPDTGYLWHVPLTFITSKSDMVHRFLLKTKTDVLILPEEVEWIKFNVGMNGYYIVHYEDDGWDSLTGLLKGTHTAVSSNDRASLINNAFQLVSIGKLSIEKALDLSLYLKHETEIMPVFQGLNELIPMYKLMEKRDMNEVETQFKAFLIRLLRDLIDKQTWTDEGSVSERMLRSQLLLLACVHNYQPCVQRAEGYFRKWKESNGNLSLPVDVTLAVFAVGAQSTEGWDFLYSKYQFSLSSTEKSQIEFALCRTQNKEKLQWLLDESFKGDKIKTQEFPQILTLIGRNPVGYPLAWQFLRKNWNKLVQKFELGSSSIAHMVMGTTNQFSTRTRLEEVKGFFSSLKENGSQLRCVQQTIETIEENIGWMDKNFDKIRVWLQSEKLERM
Cneo AK release: Cryptococcus neoformans lysis via adenylate kinase release. 360,000 tested, 0.2% active. lysis activity, % at 15 µM. C. neoformans lysis, adenylate kinase release luminescence, 4 h; normalised: neutral wells 0, clomiphene wells 100;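 active = mean lysis activity across replicates of at least 80%, whatever share of replicates individually reach that level; inactive = mean lysis activity below 80%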
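Material – log-phase Cryptococcus neoformans yeast cells · Input – 5 × 10^6 yeast cells/mL · Medium – fresh YPD growth medium · Doses – single compound concentration per well · Timing – static 4 h at 37 °C with compound, 1 h detection · Detection – adenylate kinase release luminescence · Read-out – signal increase indicating cell lysis · Control set – Clomiphene as positive lysis control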
PGC1a acetyl inh: lowers PGC1a acetylation signal in U2OS cells. AID 651687. 350,000 tested, 0.17% active. inhibition, % at 15.6 µM. AlphaScreen anti-acetyl-lysine; with virally co-expressed GCN5 acetyltransferase;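 active = every replicate shows inhibition of at least 40%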;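 also: 0% = neutral control wells and 100% = positive control wells; some results beyond the cut were filed as inactive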
PglD inh: inhibitors of Campylobacter jejuni PglD acetyltransferase. purified PglD enzyme, DTNB colorimetric CoA detection. inhibition, % at 12.5 µM. 360,000 tested, 0.098% active. AID 602405; in the data active = inhibition above about 16%, passing the limit was not always enough; also: strong numbers were not always called active
RAD52 inh: blocks human RAD52 DNA annealing. 360,000 tested, 0.46% active. inhibition, % at 18.7 µM. P43351. AID 651710. recombinant RAD52 DNA annealing, FRET fluorescence;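 active = every replicate showing at least 50% inhibition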
Numbers without * were called inactive; nt = not tested or not shown; & = joins results of further samples; [ ] = remark or other dose. An unsorted share of the library; any-hit rate near 1.4%.

SMILES	miR-122 sensor	RAD54 inh	E-sel inducer	ERAP1 HTS inh	Cneo AK release	PGC1a acetyl inh	PglD inh	RAD52 inh
CC1=C(C)CC(C(=O)NCC(=O)c2ccccc2)C(C(=O)O)C1 (stereo not drawn)	-1	-5	nt	nt	0	-3	4	nt
C=CCn1c(O)c(N=NC(=S)Nc2ccccc2F)c2cc(S(=O)(=O)N3CCOCC3)ccc21	-3	5	-0.1	-3	0	-2	-3	-9
O=C(NCc1ccccc1Cl)C(=O)NCC1OCCCN1S(=O)(=O)c1cccs1 (stereo not drawn)	nt	3	-0.1	-2	1	nt	2	-47
COc1ccc(C2C3=C(CC(C)(C)CC3=O)Oc3ncn4nc(-c5cccnc5)nc4c32)cc1 (stereo not drawn)	0	-6	0.8	-2	-2	0	-1	-6
O=[N+]([O-])c1ccc(Cl)cc1N1CCCC1	nt	3	-0.9	0	0	5	-6	-5
Cc1c(Cl)cnc(NC(=O)COC(=O)c2ccc3ncsc3c2)c1Cl	-1	-21	5.0	1	2	8	2	-22
CCCc1ccc2c(N)c(C#N)sc2n1	-5	7	nt	-12	-2	9	1	1
CCN(CC)c1ccc(C(=O)NNC(=O)CCNC(=O)c2ccccc2)cc1	-7	-1	0.4	-1	3	15	-7	-10
Cc1ccc(C(=O)N2CCN(S(=O)(=O)c3ccccc3)CC2)s1	nt	-4	0.0	-2	-5	nt	2	-11
O=[N+]([O-])c1ccc(Cl)c(/C=N/n2c(C3CCCCC3)n[nH]c2=S)c1	-9	3	nt	nt	-1	6	-5	nt
CCOc1cc(C(=O)Nc2ccc(S(=O)(=O)NC3=NCCCCC3)cc2)cc(Br)c1OC	-2	0	-1.4	-1	-1	-5	-3	-10
CN(C(=O)CSc1nnc2ccccn12)c1c(N)n(Cc2ccccc2)c(=O)[nH]c1=O	4	0	nt	nt	0	8	-1	nt
C/C(=N\Nc1c(F)c(F)c(Br)c(F)c1F)c1ccncc1	-22	-5	0.0	0	-1	8	2	-6
C[C@@H]1CN([C@H](C)CO)C(=O)c2cc(NC(=O)Cc3ccccc3)ccc2O[C@@H](C)CCCCO[C@H]1CN(C)S(C)(=O)=O	1[16.7 µM]	-1	0.0	2	-6	-10	0	3
COc1ccc(CNC(=O)C2CCN(S(=O)(=O)c3cccc4cccnc34)CC2)cc1	8	-1	nt	nt	2	0	0	-23
CCOC(=O)CN1C(=O)N[C@@H](c2ccccc2)[C@@H](C(=O)OC)[C@H]1C	0	-1	-0.1	1	0	-6	0	-11
CCCCN(C(=O)c1cc(-c2ccco2)nc2ccccc12)c1c(N)n(CCC)c(=O)[nH]c1=O	-8	3	0.1	1	3	11	5	-41
COc1cccc(-c2ccc3c(c2)O[C@@H](CN(C)C)[C@H](C)CN([C@@H](C)CO)S3(=O)=O)c1	-13[16.7 µM]	-1	0.0	-3	5	-16	-3	-1
Cc1c(C(=O)NCc2cccs2)oc2ccc(S(=O)(=O)N3CCOCC3)cc12	11	-15	nt	nt	-6	16	4	nt
COc1ccc(-c2nn3c(=O)c(C)nnc3s2)cc1	6	-2	nt	0	1	0	-5	-3
CC1(C)Cc2cccc(OCC(=O)Nc3cc(S(C)(=O)=O)ccc3Cl)c2O1	1	5	-2.8	-5	-5	3	2	-6
C[C@H](CO)N1C[C@H](C)[C@H](CN(C)Cc2ccncc2)Oc2ncc(-c3cc4ccccc4o3)cc2C1=O	5[16.7 µM]	0	-0.7	1	-7	-2	0	11
CN(C)Cc1cn(CC[C@@H]2CC[C@H](NC(=O)Nc3ccccc3F)[C@@H](CO)O2)nn1	nt	-1	-0.2	3	0	-11	-2	2
CC(C)CN1CCC(=O)N(CCSc2ccccc2)CC1	2	-7	0.2	nt	-4	4	-1	-5
COc1cccc(C(=O)n2ccc(-c3cccs3)n2)c1	0	-6	0.9	nt	-3	6	3	0
CCCC#Cc1cnc2c(c1)C(=O)N([C@@H](C)CO)C[C@H](C)[C@H](CN(C)C(=O)NC1CCCC1)O2	3[16.7 µM]	-5	0.3	-1	-9	-3	3	-6
Cc1cc(C)cc(NC(=O)Nc2ccc3c(c2)C(=O)N(C)[C@H]2CC[C@H](CC(=O)O)O[C@H]2CO3)c1	-27[16.7 µM]	-5	0.1	nt	-3	-1	3	nt
NC(=O)c1ccc(Sc2nnc(-c3cccs3)n2CC2CCCO2)c([N+](=O)[O-])c1 (stereo not drawn)	5	2	nt	4	0	1	0	4
COCc1cc(=O)n2[nH]c(C)nc2n1	-11	-8	nt	nt	0	3	-2	nt
Cc1ccc(C(C(=O)NC2CCCC2)N(C(=O)Cc2cccs2)c2ccc(C)c(C)c2)o1 (stereo not drawn)	nt	-2	nt	nt	-1	-10	-5	nt
COc1cc(C(=O)O)ccc1OCc1ccncc1	-4	4	0.0	1	5	-10	7	-9
Cc1c(CCC(=O)O)c(=O)oc2cc(OCc3ccccc3Br)ccc12	nt	-4	nt	0	-1	-22	-5	3
O=C(Nc1ccncc1)c1c(F)cccc1F	-1	-3	nt	nt	0	17	1	nt
COC(=O)[C@H](Cc1ccccc1)N1CC2=C[C@@H](C3CC3)n3c(=O)n(C)c(=O)n3[C@H]2[C@@H]1[C@@H](O)Cc1ccccc1	nt	-3	nt	-2	4	5	-1	-31
CC(NC(=O)CCc1ccccc1)c1ccc2c(c1)OCO2 (stereo not drawn)	5	4	-1.3	-4	-2	2	-3	108*
CN(CC(=O)Nc1cccc(F)c1)C(=O)CCc1nc2ccccc2c(=O)[nH]1	-2	-18	0.0	49*	0	14	4	-20

Structures listed so far printed as active in RAD52 inh.
mol	miR-122 sensor	ERAP1 HTS inh	PGC1a acetyl inh	PglD inh	RAD52 inh
CC(NC(=O)CCc1ccccc1)c1ccc2c(c1)OCO2 (stereo not drawn)	5	-4	2	-3	108*

Next structures
SMILES	miR-122 sensor	RAD54 inh	E-sel inducer	ERAP1 HTS inh	Cneo AK release	PGC1a acetyl inh	PglD inh	RAD52 inh
CCCNC(=O)N1C[C@H](O)COC[C@H]2O[C@@H](CC(=O)N3CCN(C)CC3)CC[C@@H]21	-6[16.7 µM]	0	0.2	-2	1	0	-2	2
CC(=O)Nc1ccc(S(=O)(=O)NNc2ccc([N+](=O)[O-])cc2)cc1	0	-3	-0.1	6	1	18	2	-10
c1ccc(-c2ccccc2OCCCN2CCCCC2)cc1	-7	-7	3.2	nt	18	-2	-4	nt
C[C@H]1CN([C@@H](C)CO)S(=O)(=O)c2ccc(-c3cccc(C(=O)N(C)C)c3)cc2O[C@H]1CN(C)C(=O)Cc1ccccn1	nt	-1	0.1	1	70	2	-2	-3
COC(=O)c1cnc(NNS(=O)(=O)c2ccc(Cl)cc2)nc1C(F)(F)F	-2	0	-0.1	0	0	13	1	7
Cn1ccnc1C(=O)c1ccc(Cl)c(S(=O)(=O)N2CCOCC2)c1	-2	-6	0.2	3	0	-4	3	-12
O=C(Cc1cccc2ccccc12)Nc1cccnc1	-4	-6	6.3	-1	5	4	0	-12
Cn1c(N)c(C(=O)COC(=O)COc2ccc(C#N)cc2)c(=O)n(C)c1=O	-5	-5	-0.4	nt	1	-9	0	-15
COc1ccc(C(=O)Nc2nc(C)cs2)cc1S(=O)(=O)N1CCOCC1	3	-6	-0.3	2	-2	-7	-2	-34
CN1c2ccc(-c3cccc(C#N)c3)cc2[C@H]2[C@H](CCN2C(=O)NC2CCCCC2)[C@@H]1CO	-8[16.7 µM]	-1	1.3	nt	1	2	2	nt
O=C(COc1cccc2ccccc12)Nc1nc2ccccc2[nH]1	-32	2	nt	nt	0	-2	5	nt
CCN(C(=O)Cn1cc(C(F)(F)F)ccc1=O)c1c(N)n(Cc2ccccc2)c(=O)[nH]c1=O	0	-9	0.1	-2	-3	1	-3	-8

Some of these compounds in order of molar mass, highest first:
SMILES	miR-122 sensor	RAD54 inh	E-sel inducer	ERAP1 HTS inh	Cneo AK release	PGC1a acetyl inh	PglD inh	RAD52 inh
COc1ccc(C(=O)Nc2nc(C)cs2)cc1S(=O)(=O)N1CCOCC1	3	-6	-0.3	2	-2	-7	-2	-34
Cn1c(N)c(C(=O)COC(=O)COc2ccc(C#N)cc2)c(=O)n(C)c1=O	-5	-5	-0.4	nt	1	-9	0	-15
O=C(COc1cccc2ccccc12)Nc1nc2ccccc2[nH]1	-32	2	nt	nt	0	-2	5	nt
c1ccc(-c2ccccc2OCCCN2CCCCC2)cc1	-7	-7	3.2	nt	18	-2	-4	nt

More results follow:
SMILES	miR-122 sensor	RAD54 inh	E-sel inducer	ERAP1 HTS inh	Cneo AK release	PGC1a acetyl inh	PglD inh	RAD52 inh
CCCCn1c(CN2CCN(C)CC2)nc2ccccc21	16	-2	nt	nt	0	0	4	nt
COC(=O)c1cc(C)sc1NC(=O)CN1CCN(C(=O)c2ccco2)CC1	nt	15	-0.3	0	36	nt	-4	0
COC(=O)c1ccc(NS(=O)(=O)c2cc(C)ccc2OC)cc1	150*	1	nt	nt	-1	-20	6	nt
CNC[C@@H]1Oc2cc(C#CCC3CCCC3)ccc2S(=O)(=O)N([C@H](C)CO)C[C@H]1C	-16[16.7 µM]	1	0.0	0	30	-41	-3	-76
COC(=O)C1=C(C)N(Cc2ccccc2)C(=NCc2cccc(C(F)(F)F)c2)N[C@H]1c1cccc(F)c1	nt	4	0.6	nt	78	nt	-3	13
N#C[C@H]1[C@@H](c2ccccc2)[C@H](CO)N1S(=O)(=O)Cc1ccccc1	nt	-4	-0.4	-3	-5	-7	0	-1
CCCCc1ccc(-c2nc(-c3ccncc3)no2)cc1	-4	-5	nt	nt	1	16	-2	nt
Clc1cccc(CNc2nc(-c3cccnc3)nc3ccccc23)c1	4	1	0.1	0	4	10	4	-15
NS(=O)(=O)c1ccc(N2CCOCC2)c(C(=O)NCCCSc2ccccc2)c1	-5	0	-0.4	1	-1	-2	-3	-5
COc1ccc(NC(=O)c2cc([N+](=O)[O-])ccc2N2CCCC2)cc1	-1	nt	nt	13	nt	7	nt	-16
COc1ccc(S(=O)(=O)N2CCCC2C(=O)Nc2ccc(C(C)=O)cc2)cc1 (stereo not drawn)	4	-13	-0.3	0	-2	nt	4	-12
COc1cccc(OC)c1C(=O)Nc1cccc(S(=O)(=O)Nc2ccccc2Cl)c1	2	2	nt	-2	-2	9	0	-18
COc1ccc(S(=O)(=O)N2CCN(C(=O)c3cc(C)nc4ccccc34)CC2)cc1OC	-8	-4	3.4	-1	-1	7	3	-8
CCC/C(O)=C1\C(=O)CC(C)(C)CC1=Nc1cccc([N+](=O)[O-])c1	-13	-5	-0.3	-1	-1	-3	-7	-9
O=C(OCc1cc(=O)n2c(n1)sc1ccccc12)c1ccc2c(=O)n3c(nc2c1)CCC3	-3	-4	nt	nt	-4	21	-3	nt
CCC(=O)NC[C@H]1[C@@H](c2ccccc2)[C@H](CO)N1C(=O)C1CCC1	58[16.7 µM]	-7	1.2	0	8	1	3	2
CCCCCC(=O)NC(Nc1ccc(S(N)(=O)=O)cc1)C(Cl)(Cl)Cl (stereo not drawn)	-8	-1	nt	nt	3	1	-2	nt
CCN(CC)S(=O)(=O)c1ccc(C(=O)N2CCCCC2)cc1	6	0	nt	nt	0	nt	6	nt
C[C@H](CO)N1C[C@H](C)[C@H](CN(C)S(=O)(=O)c2ccccc2)Oc2ncc(C#CCN(C)C)cc2C1=O	-5&-7[16.7 µM]	-17&9	0.1	4&2	5&1	9&7	0&0	-13&-1
COC(=O)c1cc(Cc2ccc(N)c(C(=O)OC)c2)ccc1N	2	-2	nt	nt	0	nt	2	nt
Cc1ccc(S(=O)(=O)Nc2ccc3c(c2)C(=O)N([C@@H](C)CO)C[C@@H](C)[C@H](CN(C)S(=O)(=O)c2cccs2)OCCCC[C@@H](C)O3)cc1	-12[16.7 µM]	5	0.1	1	0	-7	1	6
Cc1ccc(S(=O)(=O)Nc2ccc3c(c2)C(=O)N([C@@H](C)CO)C[C@H](C)[C@H](CN(C)Cc2ccc(Cl)c(Cl)c2)O3)cc1	-9[16.7 µM]	-7	0.4	-3	6	-7	0	11
